DDE Tn6 FP inh – disrupts Tn6 cyclic peptide binding to fibrin D-Dimer-E complex | inhibition, % at 8.3 µM | Fibrin DD(E) TRITC-Tn6 fluorescence polarization displacement | actives 0.21% (n = 370,000) | P02675 | AID 720509;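 active means inhibition above a per-campaign cutoff: mean of compounds within control limits plus 3 SD, cut at about 15% in these data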;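 further: 0% = median of all compound wells on the plate and 100% = blocking peptide control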
Target sequence (P02675 whole entry, looked up): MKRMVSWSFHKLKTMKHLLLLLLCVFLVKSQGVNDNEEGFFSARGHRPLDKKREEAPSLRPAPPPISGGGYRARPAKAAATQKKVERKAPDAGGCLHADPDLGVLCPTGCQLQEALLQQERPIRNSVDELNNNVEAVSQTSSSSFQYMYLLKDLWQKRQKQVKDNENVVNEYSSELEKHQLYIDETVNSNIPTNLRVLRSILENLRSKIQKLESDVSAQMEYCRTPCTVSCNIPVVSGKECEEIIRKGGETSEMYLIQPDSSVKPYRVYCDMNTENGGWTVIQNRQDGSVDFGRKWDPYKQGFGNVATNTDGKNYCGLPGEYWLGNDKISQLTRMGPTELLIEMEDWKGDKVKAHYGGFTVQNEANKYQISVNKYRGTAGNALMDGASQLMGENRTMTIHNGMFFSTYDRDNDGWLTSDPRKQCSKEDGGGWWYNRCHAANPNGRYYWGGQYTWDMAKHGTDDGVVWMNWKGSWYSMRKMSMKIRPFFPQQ
HGIII-sPLA2 inh – Blocks human group III sPLA2 activity; actives 0.56% (n = 370,000); QFRET BODIPY PC-A2 liposome hydrolysis, fluorescence; inhibition, % at 12.2 µM;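 active means inhibition above mean plus 3 SD of compounds lying within the high and low control bounds, cut at about 19% in these data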;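 further: 0% = median of test compound wells and 100% = no enzyme DMSO wells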
Target sequence (Q9NZ20 whole entry, looked up): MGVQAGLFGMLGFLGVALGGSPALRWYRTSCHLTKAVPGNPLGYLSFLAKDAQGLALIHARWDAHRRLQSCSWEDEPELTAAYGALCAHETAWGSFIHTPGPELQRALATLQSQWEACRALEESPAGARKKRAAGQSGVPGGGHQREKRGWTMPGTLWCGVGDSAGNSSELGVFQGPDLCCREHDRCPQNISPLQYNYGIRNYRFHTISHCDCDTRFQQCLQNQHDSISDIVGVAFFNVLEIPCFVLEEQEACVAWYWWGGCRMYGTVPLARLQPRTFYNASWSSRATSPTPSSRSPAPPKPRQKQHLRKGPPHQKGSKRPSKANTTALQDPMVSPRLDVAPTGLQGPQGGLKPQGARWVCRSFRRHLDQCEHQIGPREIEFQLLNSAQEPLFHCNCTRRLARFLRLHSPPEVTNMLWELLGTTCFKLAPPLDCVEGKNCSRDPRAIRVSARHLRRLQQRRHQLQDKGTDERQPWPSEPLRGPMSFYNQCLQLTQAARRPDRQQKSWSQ
PLCb3 inh – inhibitors of human phospholipase C beta3; Purified PLC-beta3, fluorogenic substrate, fluorescence; actives 0.18% (n = 370,000); Q01970; inhibition, % at 12.2 µM; in the data active means inhibition above about 11%;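 further: 0% = median of compound wells on plate and 100% = full blocker control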
ASAP1 GAP inh – blocks human ASAP1-stimulated Arf1 GTP hydrolysis. Q9ULH1. GDP FP detection. inhibition, % at 16.5 µM. actives 0.19% (n = 360,000). AID 624377; in the data active means inhibition above about 25%;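 further: 0% = vehicle with enzyme and substrate and 100% = no enzyme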
ARFGAP1 inh – rat ARFGAP1 inhibition | Q62848 | Arfgap1-stimulated ARF1 GTP hydrolysis, GDP FP detection | inhibition, % at 16.5 µM | actives 0.26% (n = 360,000) | AID 651572;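 active means inhibition above a per-plate limit, mean inhibition of low control wells plus 3 SD, cut at about 25% in these data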;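 further: 0% = DMSO wells with enzyme and 100% = wells lacking Arfgap1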
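Assay system: Rat Arfgap1 GAP domain (His6, aa 1-136), purified enzyme | Buffer or medium: HEPES 25 mM pH 7.5, NaCl 150 mM, MgCl2, DTT | Schedule: GTP hydrolysis reaction 2 h at 25 °C | Signal: FP of antibody-bound GDP Alexa 633 tracer, ex 620/em 688 nm | Measure: Percent inhibition of Arfgap1-stimulated GTP hydrolysis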
proKLK7 act – proKLK7 (human) activation, primary screen. P49862. purified proKLK7, EDANS-DABCYL substrate fluorescence; 100% is mature enzyme control, 0% vehicle. activation, % at 7 µM. actives 0.9% (n = 370,000). AID 652039;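 active means activation above the mean of all tested compounds plus 3 SD, computed per campaign excluding outliers beyond control limits, cut at about 13% in these data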
DDE Tn7 FP inh – disrupts Tn7 cyclic peptide binding to fibrin D-Dimer-E complex; P02675; FP displacement of FITC-Tn7 peptide from fibrin DD(E); 0% = median of compound wells per plate; inhibition, % at 8.3 µM; actives 0.13% (n = 370,000);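 active means inhibition above the mean of compounds falling within the control limits plus 3 SD of them, cut at about 14% in these data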;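 further: 0% = plate median of compound wells and 100% = 10 µM Aha-Tn7 peptide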
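system = human fibrin DD(E) protein | quantity = DD(E) 2 µM final | medium = Tris/NaCl/CaCl2 buffer, pH 7.8 | also added = labelled Tn7 tracer, 0.1 µM | compound dosing = single point at 8.3 µM | timing = compound with protein 10 min, then 3 h after probe, room temperature | signal = FP measurement | benchmarks = Aha-Tn7 high control | repeats = one replicate per compound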
PLCg1 inh – blocks human PLC-gamma1 enzyme activity; P19174; purified PLC-gamma1, fluorogenic substrate, fluorescence; inhibition, % at 12.2 µM; actives 0.84% (n = 370,000); AID 720700; in the data active means inhibition above about 9.5%
UHRF1 binding – human UHRF1 methylated DNA binding inhibitors. UHRF1 binding to methylated oligo, TR-FRET. Q96T88. inhibition, % at 4.4 µM. actives 0.75% (n = 370,000); in the data active means inhibition above about 21%;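 further: UHRF1 SRA domain binding a hemimethylated CpG hairpin DNA probe; 0% = median of test compound wells and 100% = reference inhibitor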
NR1D1 modulator – modulates human Rev-erb alpha binding to DNA | Rev-erbα–FITC-DNA binding, fluorescence polarization, 90 min | activity, % at 10 µM | actives 0.79% (n = 370,000) | AID 1259318;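 active means activity above about 14%, limit read from the data; passing the limit was not always enough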;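 further: 0% = DMSO wells with 35 nM protein and 100% = DMSO wells with 750 nM protein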
* marks the source's active call; other numbers are inactive results; / = not tested or not shown.

1) COc1ccccc1NC(=O)COc1ccc(C(F)(F)F)cc1[N+](=O)[O-]
2) CN(c1ccccc1)S(=O)(=O)c1cccc(C(=O)Nc2nn[nH]n2)c1
3) Cc1c(C(=O)Nc2ccc(C(=O)O)cc2)cnn1C
4) OCC1CCCN(C(=S)Nc2ccc(Oc3ccccc3)cc2)C1 (stereo not given)
5) CCCCN1C(=O)C(CC(=O)NCCCCc2ccccc2)CC(C(=O)N2CCCCCC2)=C1C (stereo not given)
6) CCN1CCN(CC(=O)N2N=C(c3cccs3)CC2c2ccc(OC)cc2)C(=O)C1=O (stereo not given)
compound no. | 1 | 2 | 3 | 4 | 5 | 6
DDE Tn6 FP inh | 11 | 0 | 1 | 5 | -5 | 4
HGIII-sPLA2 inh | -5 | -3 | -2 | 5 | 3 | 3
PLCb3 inh | 0 | -5 | -2 | 1 | 3 | -25
ASAP1 GAP inh | -3 | -12 | 6 | 2 | 8 | -7
ARFGAP1 inh | 14 | 6 | -3 | 8 | 3 | -2
proKLK7 act | 0.8 | 0.3 | -0.1 | -0.1 | 0.0 | 1.0
DDE Tn7 FP inh | 0 | -3 | -5 | -4 | -6 | -1
PLCg1 inh | -1 | 2 | 2 | 0 | 0 | -14
UHRF1 binding | -3 | -2 | -3 | -1 | -1 | -1
NR1D1 modulator | 4 | -1 | 5 | 0 | -5 | 3

Gathered by group, those above with sulfur (3)
2) CN(c1ccccc1)S(=O)(=O)c1cccc(C(=O)Nc2nn[nH]n2)c1
4) OCC1CCCN(C(=S)Nc2ccc(Oc3ccccc3)cc2)C1 (stereo not given)
6) CCN1CCN(CC(=O)N2N=C(c3cccs3)CC2c2ccc(OC)cc2)C(=O)C1=O (stereo not given)
compound no. | 2 | 4 | 6
DDE Tn6 FP inh | 0 | 5 | 4
HGIII-sPLA2 inh | -3 | 5 | 3
PLCb3 inh | -5 | 1 | -25
ASAP1 GAP inh | -12 | 2 | -7
ARFGAP1 inh | 6 | 8 | -2
proKLK7 act | 0.3 | -0.1 | 1.0
DDE Tn7 FP inh | -3 | -4 | -1
PLCg1 inh | 2 | 0 | -14
UHRF1 binding | -2 | -1 | -1
NR1D1 modulator | -1 | 0 | 3

New compounds follow.
7) CCOP(=O)(OCC)/C(C#N)=C/c1ccc(-c2ccc(F)cc2F)o1
8) O=C(COc1ccc(Cl)cc1)Nc1c(-c2cccs2)nc2ccccn12
9) CCn1c(CNC(=O)COc2ccc(C(C)C)cc2)nnc1SCC(=O)NC1CCCCC1C (stereo not given)
10) Fc1ccc(Cn2nnnc2CN2CCN(C3CCCCC3)CC2)cc1
11) CC(C)CC(=O)Nc1nnc(SCC(=O)Nc2ccc3c(c2)OCO3)s1
12) Cn1nnnc1Sc1ncnc2scc(-c3cc4ccccc4o3)c12
compound no. | 7 | 8 | 9 | 10 | 11 | 12
DDE Tn6 FP inh | 6 | 8 | 3 | -1 | -8 | 4
HGIII-sPLA2 inh | -6 | -15 | -4 | 4 | 5 | 3
PLCb3 inh | -38 | -169 | 3 | 0 | -1 | -21
ASAP1 GAP inh | 0 | -7 | -4 | -15 | 16 | 5
ARFGAP1 inh | -4 | -6 | -2 | 1 | 3 | 7
proKLK7 act | -3.2 | 13* | -0.4 | -0.1 | -0.1 | 0.4
DDE Tn7 FP inh | 7 | 1 | 4 | 5 | 1 | -4
PLCg1 inh | -16 | -104 | 0 | 0 | -2 | -12
UHRF1 binding | -1 | 0 | -1 | 48* | 4 | -1
NR1D1 modulator | 12 | 0 | 2 | -3 | 4 | 0

13) COc1ccc(-c2csc(N(CCCN(C)C)C(=O)c3ccccc3F)n2)cc1
14) COc1ccc2c(-c3ccccc3)cc(SCC(=O)NC3CCS(=O)(=O)C3)nc2c1 (stereo not given)
15) O=C(NC1CCCCC1)C(c1ccc(F)cc1)N(C(=O)c1csnn1)C1CCCC1 (stereo not given)
16) Cc1ccc2nc(NC(=O)C3CCCN3C(=O)OC(C)(C)C)sc2c1 (stereo not given)
17) COc1ccc(-c2noc(N3CCC(C(=O)NCCCN4CCCC(C)C4)CC3)n2)cc1 (stereo not given)
18) CN(Cc1ccc(F)cc1)C(=O)c1cc(COc2ccc(-n3cncn3)cc2)on1
compound no. | 13 | 14 | 15 | 16 | 17 | 18
DDE Tn6 FP inh | 7 | -5 | 2 | 10 | -8 | -2
HGIII-sPLA2 inh | -8 | 12 | -1 | -5 | 14 | -23
PLCb3 inh | -9 | -5 | -1 | 3 | -3 | -8
ASAP1 GAP inh | 2 | 4 | -9 | -11 | 7 | 2
ARFGAP1 inh | 0 | 15 | 1 | 10 | 5 | -15
proKLK7 act | 0.2 | -0.6 | 0.4 | -0.4 | 0.2 | 0.3
DDE Tn7 FP inh | 1 | 3 | -10 | 0 | -2 | 3
PLCg1 inh | 2 | -3 | 4 | 6 | 0 | -4
UHRF1 binding | -2 | 4 | -1 | -1 | 5 | -3
NR1D1 modulator | 7 | 8 | -2 | 4 | -1 | -5

19) Nc1cc(Cl)cc2c1-c1ccc(Cl)cc1C2O (stereo not given)
20) O=C(CN1C(=O)C2C3CC(C(Br)C3Br)C2C1=O)OCC(=O)c1cccc([N+](=O)[O-])c1 (stereo not given)
21) Cc1ccc(NS(=O)(=O)c2ccc(-c3cnc(C4CC4)o3)cc2)cc1
22) CS(=O)(=O)Nc1ccccc1C(=O)O
23) O=C(NCc1ccncc1)c1ccc(-c2ccc(F)c(F)c2)c2ccoc12
24) Cc1cc(C(=O)N(C)CC2CCCN(CCc3ccc(F)cc3)C2)c(C)o1 (stereo not given)
compound no. | 19 | 20 | 21 | 22 | 23 | 24
DDE Tn6 FP inh | 4 | 7 | -2 | -1 | -7 | -3
HGIII-sPLA2 inh | 9 | 2 | -34 | -2 | -35 | -1
PLCb3 inh | -2 | -1 | -6 | -3 | -4 | -6
ASAP1 GAP inh | -1 | -2 | -1 | -2 | -4 | 15
ARFGAP1 inh | 0 | 1 | 15 | 15 | -12 | 10
proKLK7 act | 0.5 | -0.6 | 0.1 | 0.6 | 0.5 | -0.6
DDE Tn7 FP inh | 2 | -2 | 0 | -3 | -1 | -8
PLCg1 inh | -2 | -1 | 2 | -1 | 9 | 0
UHRF1 binding | -3 | -1 | 1 | -1 | -1 | 1
NR1D1 modulator | 8 | -1 | 6 | -4 | 5 | -2

25) COc1ccc(S(=O)(=O)N[C@@H](C)C(=O)OCC(=O)Nc2cc3oc4ccccc4c3cc2OC)cc1
26) CCCN1CCC(N2CCN(c3cccc(C(F)(F)F)c3)CC2)CC1
27) CC1=NOC2(C1)/C(=N/O)CCC/C2=N\O (stereo not given)
28) COc1ccccc1C1CC(=O)Oc2c(C(C)C)ccc(C)c21 (stereo not given)
29) CCCCNc1cc(=O)n(C)c(=O)[nH]1
30) CCOC(=O)C1CN(S(=O)(=O)c2ccccc2)CCN1S(=O)(=O)c1ccccc1 (stereo not given)
compound no. | 25 | 26 | 27 | 28 | 29 | 30
DDE Tn6 FP inh | 0 | -6 | -9 | -4 | 4 | -8
HGIII-sPLA2 inh | -25 | 2 | 10 | 2 | 0 | 0
PLCb3 inh | -3 | 2 | -1 | -4 | 0 | -4
ASAP1 GAP inh | -5 | -2 | -2 | -4 | 11 | 2
ARFGAP1 inh | 8 | 5 | -4 | 1 | 0 | 11
proKLK7 act | -4.5 | 0.1 | -0.8 | -0.5 | 1.0 | 0.6
DDE Tn7 FP inh | 3 | -6 | -4 | 9 | 1 | 0
PLCg1 inh | 2 | 0 | 4 | 5 | 1 | 3
UHRF1 binding | 1 | -1 | 0 | 2 | 1 | 7
NR1D1 modulator | -1 | -2 | -7 | 0 | -8 | 0

31) Brc1ccc(-c2csc(NNC3=NCCCCC3)n2)cc1
32) O=C(NC(=S)NCC1CCCO1)c1ccccc1 (stereo not given)
33) COc1ccccc1Cn1c(/C=C/c2ccccc2)nc2ccccc21
34) O=C1OC(Nc2ccc(Br)cn2)c2ccccc21 (stereo not given)
35) COc1cccc(-c2ccc(CC[C@H]3O[C@H]4CC[C@@H](CO)O[C@H]4C[C@H]3NS(C)(=O)=O)cc2)c1
36) C=CCN1C(=O)[C@@H](CC(=O)NCc2cccc3ccccc23)[C@]2(C(=O)OC)CCCCC=C12
compound no. | 31 | 32 | 33 | 34 | 35 | 36
DDE Tn6 FP inh | -3 | -6 | 0 | 2 | 3 | 3
HGIII-sPLA2 inh | 9 | -1 | -16 | 0 | -23 | -6
PLCb3 inh | -1 | 0 | -477 | 2 | -2 | -3
ASAP1 GAP inh | 13 | -16 | -5 | 6 | / | /
ARFGAP1 inh | 6 | -2 | 3 | 5 | / | /
proKLK7 act | -0.2 | 0.1 | -33 | -0.1 | 0.5 | 0.1
DDE Tn7 FP inh | 5 | -1 | -8 | 5 | -7 | 6
PLCg1 inh | -9 | 0 | -423 | -2 | -2 | -2
UHRF1 binding | -3 | -1 | -4 | -1 | -1 | -1
NR1D1 modulator | 1 | 2 | -4 | -3 | -1 | -1

37) O=C(CSc1nc2[nH]ncc2c(=O)[nH]1)Nc1nccs1
38) COc1cc2c3c(c1)C1(C(=O)N3C(C)(C)C=C2C)C(C#N)=C(N)Oc2cc(O)ccc21 (stereo not given)
39) Cc1cc(=O)oc(C)c1C(=O)N1CCCc2ccccc21
40) O=C(NCCOc1ccccc1Cl)C(=O)NCCOc1ccccc1Cl
41) CC1=CC(=C(C#N)C#N)C=C(C)N1Cc1ccc(Cl)cc1
42) CN(C)/C=N/n1cnc2ccccc2c1=O
compound no. | 37 | 38 | 39 | 40 | 41 | 42
DDE Tn6 FP inh | 2 | -7 | 2 | 1 | -3 | 3
HGIII-sPLA2 inh | -1 | -38 | 7 | 3 | -3 | 0
PLCb3 inh | 2 | 1 | 3 | -6 | -4 | 2
ASAP1 GAP inh | -1 | 8 | -17 | 4 | 4 | -3
ARFGAP1 inh | 9 | 2 | 12 | -4 | 10 | -6
proKLK7 act | -0.2 | -0.1 | 0.4 | 0.5 | -86 | 0.1
DDE Tn7 FP inh | -4 | -6 | -6 | -4 | 3 | -1
PLCg1 inh | 6 | 0 | 2 | 3 | 0 | 0
UHRF1 binding | 1 | -1 | 1 | 0 | 1 | 17
NR1D1 modulator | 1 | 8 | 0 | -1 | 19 | -3

43) O=S1c2ccccc2Nc2ccccc21
44) Cc1ccccc1S(=O)(=O)N(C)C[C@H]1OCc2cn(nn2)CCCC(=O)N([C@@H](C)CO)C[C@@H]1C
45) O=C(/C=C/c1ccco1)Oc1cc(Br)cc(/C=N/NC(=O)c2ccccc2O)c1
46) CC(CN1CCCC(C(N)=O)C1)c1ccccc1 (stereo not given)
compound no. | 43 | 44 | 45 | 46
DDE Tn6 FP inh | -2 | -3 | -2 | 11
HGIII-sPLA2 inh | 14 | 15 | 1 | 6
PLCb3 inh | 3 | -4 | -56 | -2
ASAP1 GAP inh | 3 | 4 | 1 | -4
ARFGAP1 inh | 14 | 1 | 2 | -8
proKLK7 act | -0.3 | -0.2 | -4.1 | 0.4
DDE Tn7 FP inh | 3 | -2 | -9 | 5
PLCg1 inh | 2 | 7 | -52 | -2
UHRF1 binding | 14 | 2 | 8 | -1
NR1D1 modulator | 6 | 4 | -3 | 2

Screening data from PubChem BioAssay.
